Assay outcomes (PubChem BioAssay)
HT1080 IDH1KD tx: qHTS for induction of synthetic lethality in tumor cells producing 2HG: qHTS for the HT-1080-IDH1KD cell line; 2% of 360,000 active; HT-1080 IDH1 knockdown viability, ATP luminescence, 48 h; Potency, µM (doses to about 46.1 µM), without a hit: at the top dose activity, negative = toxicity, hits mostly cytotoxic;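 also: potency is read from the fitted curve at half-maximal effect; 0% = DMSO wells and -100% = cell-free medium wells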
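After a 2 h attachment period, IDH1KD HT-1080 cells took pin-transferred compound for 48 h at 37 °C; ATP-based luminescence after 10 min room-temperature reagent incubation reported viability.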
SW480 rereplic: A quantitative high throughput screen for small molecules that induce DNA re-replication in SW480 colon adenocarcinoma cells; SW480 DNA re-replication, Hoechst DNA content imaging, 48 h; Potency, µM (series often up to 46.1 µM), for inactives: top-dose re-replication activation, actives largely listed as activators; 1.8% of 340,000 active; also: potency is read from the fitted curve at half-maximal effect; % of control where 0% means no effect; nearly all actives have a fitted effect of over 55% in size
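First, 250 cells per well were seeded. Next, compound or vehicle (23 nL) was pinned in, plates sat 48 hr at 37 C. Finally Hoechst was added for 40 min before fluorescence scanning.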
HEK293 tox: qHTS of GLP-1 Receptor Inverse Agonists: Cytotox Screen. HEK293 cAMP-luciferase reporter cells, luminescence, 24 h. Potency, µM (top dose mostly 38.3 µM), for inactives: at the highest dose activity change, negative = inhibition, usual class: inhibitors. 0.13% of 410,000 active;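 also: loss of luciferase light is scored as toxicity; potency is read from the fitted curve at half-maximal effect; % is scaled to controls: 0 for no effect and ±100 for the full control effect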
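Step one: seed cells (200 cells/uL, DMEM with 10% Nu serum, 1% pen-strep). Step two: 12-hour incubation at 37 deg C. Step three: pin 23 nL compound, incubate 24 hr. Step four: add luciferase reagent, read luminescence 12 min later.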
HT1080-NT tox: qHTS for induction of synthetic lethality in tumor cells producing 2HG: qHTS for the HT-1080-NT fibrosarcoma cell line. Potency, µM (titrated, usually from 46.1 µM), for inactives: at the highest dose activity, negative = less viability, most hits filed as cytotoxic. HT-1080-NT fibrosarcoma viability, CellTiter-Glo ATP luminescence, 48 h. 1.6% of 360,000 active;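 also: NT is the 2HG producing partner of a matched IDH1 knockdown line; potency is read from the fitted curve at half-maximal effect; 0% = DMSO-treated cells and -100% = media-only wells without cells; nearly all actives have a fitted effect of over 55% in size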
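Read-out is CellTiter-Glo luminescence after 10 minutes at room temperature, following 48 hours' compound treatment of HT-1080-NT cells (750 cells/well, RPMI, 5% FBS, 37 degrees C).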
KB-V1 cytotox: qHTS assay for MDR1-selective chemotherapeutics: Primary screen using the drug-selected MDR subline cells KB-V1; KB-V1 MDR cells viability, CellTiter-Glo, 72 h; Potency, µM (titrated, usually from 46.1 µM), for inactives: at the top dose activity change, negative = cytotoxicity, actives largely listed as cytotoxic; 3.4% of 400,000 active; AID 1347076, 2019; also: potency is read from the fitted curve at half-maximal effect; % is scaled to controls: 0 for no effect and ±100 for the full control effect; nearly all actives have a fitted effect of over 60% in size
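In this primary screen, KB-V1 cells overexpressing P-gp are incubated with library compounds (lowest to highest concentration) for 72 h at 37 degrees C before a luminescent ATP viability read.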
KB-3-1 cytotox: qHTS assay for MDR1-selective chemotherapeutics: Primary screen using the parental adenocarcinoma cell KB-3-1. Potency, µM (highest dose often 46.1 µM), inactives show at the highest dose activity change, negative = cytotoxic, most hits filed as cytotoxic. KB-3-1 viability, CellTiter-Glo ATP luminescence, 72 h. 1.4% of 400,000 active; also: potency is read from the fitted curve at half-maximal effect; % is scaled to controls: 0 for no effect and ±100 for the full control effect; nearly all actives have a fitted effect of over 60% in size
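Cytotoxicity measured as CellTiter-Glo luminescence after 72 h at 37 C. Compound titrations were pinned onto drug-naive KB-3-1 parental adenocarcinoma cells grown in DMEM with 10% FBS, and normalized data fitted to concentration-response curves.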
IL1B secr inh: qHTS for Inhibitors of Inflammasome Signaling: IL-1-beta AlphaLISA Primary Screen; activity change, % at 57.5 µM; THP-1 LPS/ATP IL-1B secretion, AlphaLISA, 16 h; stronger effect = lower value; 4.7% of 360,000 active; AID 743279, 2014; in the data active = activity change below about -50%; inconclusive = mostly about -30% to -49%; also: % is scaled to controls: 0 for no effect and ±100 for the full control effect
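THP-1 cells pretreated 1 hr with compounds (up to 57.5 uM final), then stimulated with LPS (250 ng/mL final) plus ATP (1.25 mM final); secreted IL-1B measured by AlphaLISA after 16 hr, decreased signal indicating inhibition.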
MCF10A rerep: A quantitative high throughput screen for small molecules that induce DNA re-replication in MCF 10a normal breast cells. MCF 10A DNA re-replication, Hoechst nuclear intensity, 48 h. Potency, µM (titrated, usually from 46.1 µM), for inactives: at the highest dose activity, positive = re-replication, most hits filed as activators. 2.9% of 350,000 active; also: potency is read from the fitted curve at half-maximal effect; % of control where 0% means no effect; nearly all actives have a fitted effect of over 50% in size
DRD3 agonist: qHTS of D3 Dopamine Receptor Agonist: qHTS; 0.58% of 410,000 active; D(3) dopamine receptor (Homo sapiens), P35462; AID 652048, 2013; D3R DiscoveRx beta-arrestin cells, luminescence, 90 min; max activation, %; in the data active = max activation above about 30%; also: 0% is about no effect; mostly tested at two doses, the higher about 12 µM
Target sequence (P35462 whole entry, looked up): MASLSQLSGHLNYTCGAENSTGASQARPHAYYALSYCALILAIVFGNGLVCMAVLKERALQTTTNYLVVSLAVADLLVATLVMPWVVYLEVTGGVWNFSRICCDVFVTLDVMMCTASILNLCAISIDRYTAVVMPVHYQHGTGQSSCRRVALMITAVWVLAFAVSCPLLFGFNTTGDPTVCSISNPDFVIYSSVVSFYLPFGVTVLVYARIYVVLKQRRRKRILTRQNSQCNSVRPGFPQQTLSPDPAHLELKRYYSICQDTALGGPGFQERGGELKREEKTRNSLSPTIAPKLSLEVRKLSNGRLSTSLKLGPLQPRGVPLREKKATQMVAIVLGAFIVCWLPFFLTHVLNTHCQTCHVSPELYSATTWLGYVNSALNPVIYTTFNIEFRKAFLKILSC
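Cells at 1500/well, incubated overnight, then treated with pinned compounds (dopamine as control) for 90 min at 37 degrees C. DiscoveRx reagent added for 30 - 60 minutes at room temperature; luminescence read.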
Numbers without * were called inactive; ? = inconclusive; / = no result given; [ ] = another dose, or the depositor's remark. Unless noted, calls follow the shape of the dose curve; as a rule, active = well fitted curve in the direction sought with a large enough effect; inconclusive = small, poorly fitted or top-dose-only effect, or another doubt; inactive = no such curve, though single readings can be large; an effect the other way counts as inactive or inconclusive.

SMILES	HT1080 IDH1KD tx	SW480 rereplic	HEK293 tox	HT1080-NT tox	KB-V1 cytotox	KB-3-1 cytotox	IL1B secr inh	MCF10A rerep	DRD3 agonist
O=C(NCCCNc1ccnc2cc(Cl)ccc12)c1ccccc1F	-2.3%	7.0%	?	-18.9%	-34.6%	?	-25.1	-9.3%	-4.9
COc1ccccc1-c1nc2cc3ccccc3cc2nc1-c1ccccc1OC	-1.4%	9.2µM*	-2.4%	8.9%	4.2%	7.4%	-12.7	?	-2.5
CCOc1ccc(NC(=O)c2ccc3c(=O)n4nc(Nc5ccccc5C)sc4nc3c2)cc1	/	/	-2.0%	/	-14.0%	0.4%	/	/	-1.2
O=C(c1cc(COc2cccc3cccnc23)on1)N1CCC[C@H]1CO	7.7%	/	-4.8%	10.2%	4.6%	13.9%	-64.0*	/	0.1
CC(C)(C)c1csc(CS(=O)(=O)c2ccccn2)n1	1.8%	-10.2%	2.9%	2.0%	2.7%	3.2%	-28.9	6.0%	-1.0
COc1ccc(S(=O)(=O)NCc2cccs2)cc1	7.3%	0.7%	0.9%	0.8%	?	-0.9%	-10.6	2.7%	-4.2
OCC(CO)(CO)n1cnnn1	9.7%	-2.2%	-7.9%	14.1%	9.3%	13.0%	0.0	13.5%	3.7
O=C(Nc1ccc(OC(F)(F)F)cc1)C1CCCN(S(=O)(=O)c2ccc(Br)s2)C1 (stereo not given)	/	/	3.0%	/	12.0%	-0.8%	/	/	1.8
O=C1NCCN/C1=C\C(=O)c1ccc(Cl)cc1	1.3%	0.6%	0.1%	9.0%	16.2%	1.7%	-10.8	1.2%	5.1
COc1ccc(NC(=O)c2ccco2)cc1NC(=O)c1cc2ccccc2o1	2.3%	?	9.2%	14.2%	-20.6%	-0.3%	11.4	18.1%	-4.8
O=C(Nc1ccc2c(c1)OCO2)C1CC(=O)N(CCc2ccccc2)C1 (stereo not given)	-3.0%	-18.3%	11.6%	-1.6%	-23.2%	16.1%	-0.2	-4.0%	4.2
CSc1ccc(C(O)c2ncc(-c3ccccc3F)[nH]2)cc1 (stereo not given)	-17.0%	/	-5.9%	-1.8%	-0.1%	0.0%	52.7	/	-8.3
O=C(NC1CCCCC1)c1ccc(CN2CCOCC2)cc1	13.7%	-12.8%	4.6%	3.7%	0.9%	-2.3%	-6.6	-0.9%	-9.4
COC(=O)CC(NC(=O)c1ccc(C)cc1)c1ccc2c(c1)OCO2 (stereo not given)	0.2%	-0.4%	-10.3%	1.1%	0.0%	-3.0%	-5.4	-2.0%	1.5
O=C(Oc1ccccc1Cl)c1cc(-c2ccc3c(c2)OCCO3)on1	/	/	-9.0%	/	1.7%	-1.9%	/	/	-2.3
CCSc1nc(C(F)(F)F)cc(=O)n1-c1ccccc1	-0.5%	-5.5%	32.8%[activator]	-1.9%	24.3%	-7.0%	7.2	8.7%	0.4
CCN(CC)S(=O)(=O)c1ccc(N2CCCC2)c(NC(=O)c2nn(C)c(=O)c3ccccc23)c1	3.1%	0.9%	-9.8%	-0.2%	-2.3%	-13.6%	-25.8	1.0%	1.6
CCOc1ccc(C(=O)NCC(=O)NCC(c2ccco2)N2CCCCC2)cc1OCC (stereo not given)	1.1%	6.6%	-19.0%	4.1%	-5.0%	-0.8%	12.1	2.4%	-8.9
Cc1cccc(C)c1NC(=O)C(C)n1c(-c2ccc(=O)[nH]c2)nc2ccccc21 (stereo not given)	9.3%	/	-16.9%	0.0%	3.8%	10.6%	27.9	/	4.9
Cc1ccc2c(c1)NC(=O)CC(c1ccccc1)=N2	-3.0%	0.9%	?	8.1%	4.4%	7.5%	-9.9	-2.4%	-11.8
Cc1ccn2c(=O)nc(SCC(=O)NC3CCCCC3)nc2c1	4.7%	-4.9%	-28.9%	2.1%	?	4.7%	-16.9	17.8%	1.5
Cc1ccc(-c2ccc(SCC(=O)Nc3nonc3C)nn2)cc1	-6.2%	-3.2%	2.2%	?	-27.4%	0.2%	30.5	-19.6%	0.0
CC1(C)Cc2ccccc2C(=NCCCC(=O)O)N1	3.3%	-4.1%	5.3%	13.7%	14.8%	20.0%	3.0	4.3%	-1.8
CN(CC(=O)Nc1ccccc1Cl)C(=O)COC(=O)c1ccc(Cl)cc1[N+](=O)[O-]	19.2%	-0.7%	9.0%	7.3%	7.2%	0.0%	-3.3	-3.0%	2.5
Cc1c(C(=O)Nc2nonc2-c2ccc(F)cc2)oc2ccc(F)cc12	20.6µM*	5.2%	1.0%	?	?	18.4µM*	60.5	-0.7%	3.5
CCCc1nc2c(c(=O)c3ccccc3n2C)c(=O)n1-c1ccc(F)cc1	1.6%	0.0%	23.4%	-1.7%	?	0.0%	0.0	1.2%	5.8
COC(=O)c1ccccc1NC(=O)C1CCN(S(=O)(=O)c2cc(C)ccc2OC)CC1	-2.3%	14.9%	6.2%	-9.8%	-16.4%	6.6%	-12.6	15.4%	7.5
CC(=O)Oc1ccccc1/C=C/c1ccc2ccccc2[n+]1C	?	8.4%	?	?	6.2%	-1.6%	-57.1*	?	-1.3
CCOc1ccc(NC(=O)COc2ccc(C(=O)NCc3cccnc3)cc2OC)cc1	3.7%	12.1%	-16.2%	0.7%	-39.0%	1.0%	4.9	-0.7%	1.7
Cc1ccc(/C=C2\SC(=S)N(CCC(=O)NNS(=O)(=O)c3ccc(C)cc3)C2=O)cc1	-9.8%	15.2%	-6.0%	-10.2%	20.7%	3.3%	-1.6	23.3%	6.0

Two entries from above, reformatted:
molecule | HT1080 IDH1KD tx | SW480 rereplic | HEK293 tox | HT1080-NT tox | KB-V1 cytotox | KB-3-1 cytotox | IL1B secr inh | MCF10A rerep | DRD3 agonist
Cc1ccn2c(=O)nc(SCC(=O)NC3CCCCC3)nc2c1 | 4.7% | -4.9% | -28.9% | 2.1% | ? | 4.7% | -16.9 | 17.8% | 1.5
Cc1ccc(-c2ccc(SCC(=O)Nc3nonc3C)nn2)cc1 | -6.2% | -3.2% | 2.2% | ? | -27.4% | 0.2% | 30.5 | -19.6% | 0.0

Remaining list, next part:
SMILES	HT1080 IDH1KD tx	SW480 rereplic	HEK293 tox	HT1080-NT tox	KB-V1 cytotox	KB-3-1 cytotox	IL1B secr inh	MCF10A rerep	DRD3 agonist
COc1ccc(-n2cc(-c3ccc(OC)c(OC)c3)[nH]c2=S)cc1	1.6%	?	1.8%	2.0%	11.1%	-16.4%	-0.8	-0.8%	0.0
CCC(C)(C)n1nnnc1C(C(C)C)N1CCN(C(=O)c2ccco2)CC1 (stereo not given)	16.1%	-15.2%	0.2%	21.9%	0.0%	5.0%	-2.8	-16.8%	6.5
CCN(C[C@H]1N[C@@](C)(C(=O)OC)[C@H]2C(=O)N(Cc3ccccc3)C(=O)[C@@H]12)C(=O)c1ccc(F)cc1	10.8%	-10.0%[9.22 µM]	-4.7%	14.0%	0.0%	4.9%	16.5	22.5%	15.7
Cc1c(NC(=O)c2ccccc2NC(=O)COc2ccccc2)cccc1C(=O)O	-4.4%	-9.5%	-2.2%	-5.4%	0.0%	7.4%	-3.1	-31.2%	3.8
Cc1ccc(-c2noc(CCC(=O)Nc3ccc(C)cn3)n2)cc1	-0.3%[9.24 µM]	3.7%	-0.7%	11.8%	-27.2%	-4.9%	43.2	8.6%	-6.9
CCCN(CCC)c1nc2ccccc2nc1C(C#N)C(=O)OC(C)COC (stereo not given)	-3.3%	-2.2%	4.1%	-18.1%	5.3%	-1.8%	-50.7*	?	-1.2
O=C(O)COc1ccccc1/C=N/NC(=O)CSc1nc2ccccc2n1Cc1ccccc1	-6.5%	?	-14.5%	3.9%	19.2%	0.1%	-6.0	-6.5%	-13.0
CC(C)CCN(C(=O)C1CSC2(C)CCC(=O)N12)c1c(N)n(Cc2ccccc2)c(=O)[nH]c1=O (stereo not given)	4.4%	-1.9%	4.3%	0.2%	21.7%	7.6%	-12.1	1.5%	1.9
O=C(C1CC1)N1CCc2cc(S(=O)(=O)NCC3COc4ccccc4O3)ccc21 (stereo not given)	-18.9%	-8.5%	-19.5%	-12.1%	?	5.9%	-8.1	29.1%	5.0
Cc1c(Nc2ccc3nonc3c2[N+](=O)[O-])c(=O)n(-c2ccccc2)n1C	-12.0%	-4.5%	?	-17.6%	12.2%	1.3%	15.1	1.9%	0.8
Cc1cccc(NC(=O)NC2CCCCCCC2)c1	-0.1%	?	-18.5%	-0.4%	-1.3%	2.5%	-27.0	4.0%	8.1
CC(NC(=O)Cn1c(=O)[nH]c2ccsc2c1=O)C12CC3CC(CC(C3)C1)C2 (stereo not given)	0.3%	-0.8%	-0.4%	-1.3%	-7.2%	?	-22.6	-0.4%	0.3
Cc1n[nH]c(C)c1S(=O)(=O)N1CCCC(C(=O)NC2CCCc3ccccc32)C1 (stereo not given)	-0.4%	-3.6%	9.1%	-2.9%	-1.1%	-3.3%	5.6	14.2%	4.0
COc1ccc2nc(-c3ccc(N)cc3)[nH]c2c1	-0.7%	-5.5%[9.22 µM]	-4.0%	-13.4%	2.2%	0.0%	?	-7.7%	-0.2
COc1ccc(CN2C(=O)C(C)Nc3ncnc(N4CCN(c5ccccn5)CC4)c32)cc1 (stereo not given)	-11.9%	2.1%	-3.4%	?	-11.9%	-5.9%	-20.4	2.0%	-58.0
COc1ccc(N(C(=O)c2ccco2)C(C(=O)NC2CCCCC2)c2cccs2)cc1OC (stereo not given)	-2.1%	0.3%	-17.7%	0.6%	-11.7%	0.1%	5.6	-1.1%	6.6
O=c1[nH]cc(S(=O)(=O)N2CCN(c3cccc(C(F)(F)F)c3)CC2)c(=O)[nH]1	8.5%	-1.6%	7.4%	18.7%	27.0%	-0.4%	-3.9	0.4%	7.0
